Assay outcomes from PubChem.
pCIP destab – lowers stability of the mouse p/CIP coactivator protein | Q05BA5 | F442A p/CIP-EGFP cells, EGFP fluorescence, 16 h | decrease of EGFP signal, % at 10 µM | 290,000 compounds, 0.01% hits | AID 1984;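 active means EGFP signal decrease of at least 30% at 10 µM or well 3 SD below plate mean, unless failing retest; inactive means the rest, including hits failing retest or dose response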; further: some compounds called inactive have numbers as strong as hits; many of its hits are not listed in these tables
IDE cell activ – activators of human insulin-degrading enzyme in cells; HEK cells, FAbeta-B cleavage, fluorescence polarization; 0% vehicle, 100% cell-free pure enzyme wells; activation, % at 5.96 µM; 340,000 compounds, 0.073% hits; AID 493087;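 active means activation above the mean of all tested compounds plus 3 SD, set per screening campaign, cut at about 17% in these data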
MEKK3 PB1 HTS – modulators (inhibitors or enhancers) of MEK5 binding to human MEKK3 PB1 domain. Q99759. bead-based flow cytometry, Alexa488-MEK5 binding to MEKK3; actives lie on both sides; 0 = blocked by unlabeled MEK5, 100 = vehicle. binding response (% of control), % at 10 µM. 290,000 compounds, 1.4% hits. AID 1529;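 active means binding response more than 3 SD above or below the average of its plate-row segment, actives on both sides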;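 further: Alexa488 bead fluorescence after subtracting the streptavidin-only scavenger bead signal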
Target sequence (Q99759 whole entry, looked up, the tested form may be a part): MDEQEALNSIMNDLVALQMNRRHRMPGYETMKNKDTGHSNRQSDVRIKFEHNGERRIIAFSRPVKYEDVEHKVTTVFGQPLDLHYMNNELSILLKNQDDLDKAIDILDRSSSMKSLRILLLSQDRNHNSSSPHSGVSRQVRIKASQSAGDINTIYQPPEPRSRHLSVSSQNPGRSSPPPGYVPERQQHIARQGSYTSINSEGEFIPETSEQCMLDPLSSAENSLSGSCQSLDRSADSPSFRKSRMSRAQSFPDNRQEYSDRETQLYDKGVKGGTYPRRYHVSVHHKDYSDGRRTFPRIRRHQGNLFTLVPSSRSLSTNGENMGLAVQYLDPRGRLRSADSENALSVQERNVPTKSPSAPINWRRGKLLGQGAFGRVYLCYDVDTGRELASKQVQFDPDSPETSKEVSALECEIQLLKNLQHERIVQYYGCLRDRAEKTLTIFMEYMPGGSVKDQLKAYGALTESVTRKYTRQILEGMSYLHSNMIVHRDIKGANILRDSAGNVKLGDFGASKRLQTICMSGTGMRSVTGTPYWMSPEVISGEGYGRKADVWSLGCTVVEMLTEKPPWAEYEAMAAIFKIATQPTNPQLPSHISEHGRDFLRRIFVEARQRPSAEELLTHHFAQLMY
PfM18AAP inh – blocks P. falciparum M18 aspartyl aminopeptidase | inhibition, % at 7.35 µM | recombinant PfM18AAP, H-Glu-NHMec fluorogenic cleavage | 290,000 compounds, 1.2% hits;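 active means inhibition above the campaign mean inhibition over all tested compounds plus 3 SD, cut at about 28% in these data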;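 further: 0% = plate median of test compound wells and 100% = 2 mM ZnCl2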
SUMO HTRF inh – blocks human SUMOylation mediated by UBC9. P63279. HTRF SUMOylation assay, SAE1/SAE2 + UBC9, in vitro. inhibition, % at 35 µM. 290,000 compounds, 0.36% hits; in the data active means inhibition above about 50%, passing the limit was not always enough; further: strong numbers were not always called active
Target sequence (P63279 whole entry, looked up): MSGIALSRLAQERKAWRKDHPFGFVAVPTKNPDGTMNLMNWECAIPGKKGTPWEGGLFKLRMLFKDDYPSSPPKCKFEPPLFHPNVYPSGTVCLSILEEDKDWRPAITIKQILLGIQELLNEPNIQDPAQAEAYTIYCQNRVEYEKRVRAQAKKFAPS
IDE inh – cellular human IDE inhibition; inhibition, % at 5.59 µM; P14735; AID 434962; 320,000 compounds, 0.41% hits; HEK cells, FAbetaB cleavage, fluorescence polarization;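 active means percent inhibition above the average of all tested compounds plus 3 SD, set per screening campaign, cut at about 16% in these data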;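 further: IDE supplied by intact live HEK cells; FP after avidin binding of uncleaved biotin substrate so inhibition keeps polarization high; 0% = DMSO wells and 100% = 60 µM reference IDE inhibitor Ii1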
MEKK2wt PB1 HTS – raises or lowers MEK5 binding to wildtype human MEKK2 PB1 domain. Q9Y2U5. bead flow cytometry, Alexa488-MEK5 binding to MEKK2 WT; actives lie on both sides. binding response (% of control), % at 10 µM. 290,000 compounds, 1.1% hits; in the data active means binding response below about 67% or above about 130%
NALP1 inh – blocks the NALP1 inflammasome reconstituted in yeast | S. cerevisiae NALP1/ASC/caspase-1 growth, X-gal OD620, 72 h | inhibition, % at 10 µM | 280,000 compounds, 0.61% hits | AID 2071; in the data active means inhibition mostly above about 24%, no sharp cut-off; inactive means mostly below about 32%; further: some compounds called inactive have numbers as strong as hits
MEKK2mut PB1 HTS – signal of MEK5 binding to mutant human MEKK2 PB1 domain | 290,000 compounds, 0.35% hits | bead flow cytometry, Alexa488-MEK5 binding to MEKK2 mutant | percent response, % at 10 µM; in the data active means percent response above about 24%, passing the limit was not always enough; further: inactives centre near 1; some results filed as inactive read as strong as hits; reference of the scale not given here
Numbers without * were called inactive.

Screening O=C1C(=O)N(c2ccccn2)C(c2cccc([N+](=O)[O-])c2)/C1=C(/O)c1ccc(Br)cc1 (stereo unspecified) returned pCIP destab 5, IDE cell activ -1, MEKK3 PB1 HTS 97, PfM18AAP inh 1, SUMO HTRF inh 4, IDE inh -2, MEKK2wt PB1 HTS 102, NALP1 inh 0 and MEKK2mut PB1 HTS 0.
Screening c1ccc(CSc2nnc(Cc3ccccn3)o2)cc1 returned pCIP destab -8, IDE cell activ 5, MEKK3 PB1 HTS 100, PfM18AAP inh 6, SUMO HTRF inh 24, IDE inh 8, MEKK2wt PB1 HTS 101, NALP1 inh 22 and MEKK2mut PB1 HTS 0.
For Cn1c(O)c(N=NC(=O)c2ccco2)c2ccccc21 the results were pCIP destab 1, IDE cell activ 9, MEKK3 PB1 HTS 100, PfM18AAP inh 0, SUMO HTRF inh 12, IDE inh -3, MEKK2wt PB1 HTS 91, NALP1 inh 36* and MEKK2mut PB1 HTS -16.
For O=C(NCCOc1ccccc1)C1CCC(=O)N(CCc2ccc(Cl)cc2)C1 (stereo unspecified) the results were pCIP destab -23, IDE cell activ 0, MEKK3 PB1 HTS 107, PfM18AAP inh 0, SUMO HTRF inh 11, IDE inh 3, MEKK2wt PB1 HTS 106, NALP1 inh -6 and MEKK2mut PB1 HTS 6.
CC(=O)Nc1ccc2nc(NC(=O)c3ccc([N+](=O)[O-])s3)sc2c1 was read as pCIP destab -5, MEKK3 PB1 HTS 97, PfM18AAP inh -5, SUMO HTRF inh 49, IDE inh 5, MEKK2wt PB1 HTS 96, NALP1 inh -8 and MEKK2mut PB1 HTS -1.
OC(CCN1CCCC1)(c1ccccc1)C1CCCCC1 (stereo unspecified) was read as pCIP destab -3, IDE cell activ 2, MEKK3 PB1 HTS 100, PfM18AAP inh -5, SUMO HTRF inh -3, IDE inh 7, MEKK2wt PB1 HTS 99, NALP1 inh 18 and MEKK2mut PB1 HTS 4.
`Cc1ncc2c(c1OC(=O)c1ccccc1)COC(C)(C)OC2` gave pCIP destab 2, IDE cell activ -2, MEKK3 PB1 HTS 70, PfM18AAP inh -8, SUMO HTRF inh -8, IDE inh -7, MEKK2wt PB1 HTS 74, NALP1 inh 10 and MEKK2mut PB1 HTS -5.
Screening CC1(C)CC(=O)C=C(Nc2ccc(F)cc2F)C1 returned pCIP destab -10, IDE cell activ -5, MEKK3 PB1 HTS 107, PfM18AAP inh 3, SUMO HTRF inh -2, IDE inh 5, MEKK2wt PB1 HTS 106, NALP1 inh -2 and MEKK2mut PB1 HTS 10.
`CCOC(=O)c1ccc(N2Cc3ccccc3C2=NC(=O)c2cccs2)cc1` gave pCIP destab -16, IDE cell activ 4, MEKK3 PB1 HTS 104, PfM18AAP inh 1, SUMO HTRF inh -7, MEKK2wt PB1 HTS 112, NALP1 inh 24 and MEKK2mut PB1 HTS 20.
For CC(C)NC(=O)c1ccc(-c2ccc(Cl)c(C(F)(F)F)c2)o1 the results were pCIP destab -2, IDE cell activ -1, MEKK3 PB1 HTS 101, PfM18AAP inh 16, SUMO HTRF inh -4, IDE inh 1, MEKK2wt PB1 HTS 103, NALP1 inh 3 and MEKK2mut PB1 HTS 3.

Next section; the last two above are carried over.
`CCOC(=O)c1ccc(N2Cc3ccccc3C2=NC(=O)c2cccs2)cc1` gave pCIP destab -16, IDE cell activ 4, MEKK3 PB1 HTS 104, PfM18AAP inh 1, SUMO HTRF inh -7, MEKK2wt PB1 HTS 112, NALP1 inh 24 and MEKK2mut PB1 HTS 20.
For CC(C)NC(=O)c1ccc(-c2ccc(Cl)c(C(F)(F)F)c2)o1 the results were pCIP destab -2, IDE cell activ -1, MEKK3 PB1 HTS 101, PfM18AAP inh 16, SUMO HTRF inh -4, IDE inh 1, MEKK2wt PB1 HTS 103, NALP1 inh 3 and MEKK2mut PB1 HTS 3.
`CCOC(=O)c1ccc(NC(=O)c2sc3nc(N4CCOCC4)c4c(c3c2N)CCCC4)cc1` gave pCIP destab -8, IDE cell activ 2, MEKK3 PB1 HTS 98, PfM18AAP inh 42*, SUMO HTRF inh 9, IDE inh -8, MEKK2wt PB1 HTS 90, NALP1 inh -15 and MEKK2mut PB1 HTS -1.
Screening CC(=O)N1CCC(N(C(=O)Nc2ccc(Cl)cc2)C(C)C)CC1 returned pCIP destab 0, IDE cell activ -1, MEKK3 PB1 HTS 104, PfM18AAP inh -3, SUMO HTRF inh 13, IDE inh -1, MEKK2wt PB1 HTS 100 and MEKK2mut PB1 HTS -1.
CCC1C(=O)NCCN1C(=O)c1ccc(OC)c(OC2CCN(C(C)=O)CC2)c1 (stereo unspecified) was read as pCIP destab 12, IDE cell activ 0, MEKK3 PB1 HTS 104, PfM18AAP inh 5, SUMO HTRF inh 12, IDE inh -5, MEKK2wt PB1 HTS 109, NALP1 inh -16 and MEKK2mut PB1 HTS 5.
CCC(C(=O)OC)n1cnc2c(nnn2-c2cccc(Cl)c2)c1=O (stereo unspecified) was read as pCIP destab -14, IDE cell activ -1, MEKK3 PB1 HTS 101, PfM18AAP inh 2, SUMO HTRF inh 20, IDE inh 4, MEKK2wt PB1 HTS 99, NALP1 inh 1 and MEKK2mut PB1 HTS 7.
For CC(C)(C)c1cc(NC(=O)C2CCCO2)no1 (stereo unspecified) the results were pCIP destab 2, IDE cell activ 0, MEKK3 PB1 HTS 98, PfM18AAP inh -8, SUMO HTRF inh -2, IDE inh -2, MEKK2wt PB1 HTS 98, NALP1 inh 12 and MEKK2mut PB1 HTS 4.
Screening O=C(NCCOc1ccccc1)C1CCC(=O)N(CCN2CCOCC2)C1 (stereo unspecified) returned pCIP destab -7, IDE cell activ 2, MEKK3 PB1 HTS 102, PfM18AAP inh -4, SUMO HTRF inh -4, IDE inh 8, MEKK2wt PB1 HTS 100, NALP1 inh 3 and MEKK2mut PB1 HTS 10.
`COc1ccc(CCN(C)Cc2nc(-c3cnccn3)no2)cc1OC` gave pCIP destab -5, IDE cell activ 5, MEKK3 PB1 HTS 105, PfM18AAP inh 2, SUMO HTRF inh 8, IDE inh -2, MEKK2wt PB1 HTS 103 and MEKK2mut PB1 HTS 1.
Screening Cc1ccccc1S(=O)(=O)N(CC(O)CN1C(=O)NC(C)(C)C1=O)c1ccccc1 (stereo unspecified) returned pCIP destab -13, IDE cell activ 2, MEKK3 PB1 HTS 84, PfM18AAP inh -3, SUMO HTRF inh 0, IDE inh 7, MEKK2wt PB1 HTS 84, NALP1 inh -6 and MEKK2mut PB1 HTS 1.
For N#Cc1c(-c2ccc(Cl)cc2)c2c([nH]c1=S)CCCC2 the results were pCIP destab -15, IDE cell activ -13, MEKK3 PB1 HTS 102, PfM18AAP inh 2, SUMO HTRF inh 10, IDE inh -2, MEKK2wt PB1 HTS 98, NALP1 inh -7 and MEKK2mut PB1 HTS -1.
`CCN1C(=O)[C@H]2[C@@H](c3ccc(C)cc3)N3C(=O)N(c4ccc(OC)cc4)C(=O)[C@@]3(Cc3ccc(Cl)cc3)[C@H]2C1=O` gave pCIP destab 12, IDE cell activ 3, MEKK3 PB1 HTS 100, PfM18AAP inh 4, SUMO HTRF inh 0, IDE inh 1, MEKK2wt PB1 HTS 97, NALP1 inh 0 and MEKK2mut PB1 HTS -3.
For COC(=O)CCc1c(C)c(C(=O)c2cc(OC)c(OC)c(OC)c2)c2ccccn12 the results were pCIP destab 3, IDE cell activ 3, MEKK3 PB1 HTS 101, PfM18AAP inh 0, SUMO HTRF inh -2, IDE inh 3, MEKK2wt PB1 HTS 103, NALP1 inh 20 and MEKK2mut PB1 HTS 1.
For CC(C)c1cc(=O)n2[nH]c(SCc3ccccc3)nc2n1 the results were pCIP destab 2, IDE cell activ 1, MEKK3 PB1 HTS 105, PfM18AAP inh 3, SUMO HTRF inh 7, IDE inh 1, MEKK2wt PB1 HTS 103, NALP1 inh -2 and MEKK2mut PB1 HTS 5.
`COc1ccccc1CCN1CCCC(CN(C)C(=O)CCC(N)=O)C1` (stereo unspecified) gave pCIP destab -11, IDE cell activ 5, MEKK3 PB1 HTS 112, PfM18AAP inh -2, SUMO HTRF inh -4, IDE inh 4, MEKK2wt PB1 HTS 116, NALP1 inh 8 and MEKK2mut PB1 HTS 9.
`COc1cccc(CN2CC(C(=O)NCCCCc3ccccn3)CCC2=O)c1` (stereo unspecified) gave pCIP destab -6, IDE cell activ -11, MEKK3 PB1 HTS 100, PfM18AAP inh -5, SUMO HTRF inh 1, MEKK2wt PB1 HTS 100, NALP1 inh 8 and MEKK2mut PB1 HTS -3.
For CCc1ccccc1NC(=O)c1ccc2nc(N3CCOCC3)sc2c1 the results were pCIP destab -2, IDE cell activ 6, MEKK3 PB1 HTS 97, PfM18AAP inh -1, SUMO HTRF inh 4, IDE inh -1, MEKK2wt PB1 HTS 96, NALP1 inh 7 and MEKK2mut PB1 HTS 1.
CCCC/C(O)=C1\C(=O)CCCC1=NCCc1c(C)[nH]c2ccccc12 was read as pCIP destab -2, IDE cell activ 7, MEKK3 PB1 HTS 98, PfM18AAP inh 5, SUMO HTRF inh -10, IDE inh -3, MEKK2wt PB1 HTS 97 and MEKK2mut PB1 HTS 0.
Screening COc1cccc(-n2nnnc2SCC(=O)c2ccc(NC(C)=O)cc2)c1 returned pCIP destab -17, IDE cell activ 1, MEKK3 PB1 HTS 101, PfM18AAP inh 25, SUMO HTRF inh -14, IDE inh 7, MEKK2wt PB1 HTS 98, NALP1 inh -12 and MEKK2mut PB1 HTS -1.
For O=C(COc1ccc(/C=N/NS(=O)(=O)c2ccccc2)cc1)NCc1ccccc1 the results were pCIP destab -5, IDE cell activ 5, MEKK3 PB1 HTS 106, PfM18AAP inh 6, SUMO HTRF inh -14, IDE inh 1, MEKK2wt PB1 HTS 104, NALP1 inh 24 and MEKK2mut PB1 HTS 6.
Screening CC(C)(C)CC(=O)Nc1ccccc1N1CCN(c2ccc(F)cc2)CC1 returned pCIP destab -6, IDE cell activ 8, MEKK3 PB1 HTS 107, PfM18AAP inh -4, SUMO HTRF inh 6, IDE inh -6, MEKK2wt PB1 HTS 107, NALP1 inh 11 and MEKK2mut PB1 HTS 3.
O=C(c1cnn2c(C(F)(F)F)cc(-c3ccc4c(c3)OCO4)nc12)N1CCCCC1 was read as pCIP destab -2, IDE cell activ -6, MEKK3 PB1 HTS 103, PfM18AAP inh 2, SUMO HTRF inh 28, IDE inh 5, MEKK2wt PB1 HTS 102, NALP1 inh -2 and MEKK2mut PB1 HTS -1.
For COc1ccc(CCNc2ccc(N3C(=O)CC(C)C3=O)cc2[N+](=O)[O-])cc1OC (stereo unspecified) the results were pCIP destab -5, IDE cell activ 9, MEKK3 PB1 HTS 101, PfM18AAP inh -1, SUMO HTRF inh 5, IDE inh -7, MEKK2wt PB1 HTS 98, NALP1 inh 12 and MEKK2mut PB1 HTS -4.
For CCCCOc1ccccc1C1C(C(=O)OC)=C(C)N(C)C(C)=C1C(=O)OC the results were pCIP destab -4, IDE cell activ 3, MEKK3 PB1 HTS 86, PfM18AAP inh 4, SUMO HTRF inh -18, IDE inh 5, MEKK2wt PB1 HTS 92, NALP1 inh -4 and MEKK2mut PB1 HTS -2.
For COc1cc2c(cc1NC(=O)COC(=O)CNS(=O)(=O)c1ccc(C)cc1)oc1ccccc12 the results were pCIP destab 2, IDE cell activ -2, MEKK3 PB1 HTS 96, PfM18AAP inh 2, SUMO HTRF inh 6, IDE inh 0, MEKK2wt PB1 HTS 98, NALP1 inh 30 and MEKK2mut PB1 HTS 5.

Only part of the results is shown (hit frequency here may not be typical).
